From PubChem
HTRA1 inh – HTRA1 (human) protease inhibition | Q92743 | recombinant HTRA1, FP-rhodamine activity-based probe, fluorescence polarization | inhibition, % at 5.96 µM | 340,000 tested, 0.5% active | AID 504803; in the data active = inhibition above about 36%;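 note: 0% = enzyme with DMSO and 100% = wells lacking enzyme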
Target sequence (Q92743 whole entry, looked up): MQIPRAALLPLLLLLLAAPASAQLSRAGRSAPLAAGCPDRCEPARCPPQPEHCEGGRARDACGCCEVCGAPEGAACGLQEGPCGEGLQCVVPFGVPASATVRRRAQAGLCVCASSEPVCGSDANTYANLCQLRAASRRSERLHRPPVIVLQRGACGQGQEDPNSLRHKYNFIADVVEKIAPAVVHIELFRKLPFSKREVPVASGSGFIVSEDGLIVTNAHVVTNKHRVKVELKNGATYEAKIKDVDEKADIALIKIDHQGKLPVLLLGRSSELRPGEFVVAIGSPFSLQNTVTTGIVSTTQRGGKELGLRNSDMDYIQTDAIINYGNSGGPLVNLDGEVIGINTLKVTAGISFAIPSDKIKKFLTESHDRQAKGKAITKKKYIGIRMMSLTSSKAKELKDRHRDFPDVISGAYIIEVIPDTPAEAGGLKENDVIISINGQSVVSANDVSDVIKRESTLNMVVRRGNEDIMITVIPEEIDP
rCAG binder – binds r(CAG) RNA repeats. r(CAG) RNA repeat, TO-PRO-1 dye displacement fluorescence. inhibition, % at 3 µM. AID 651821. 370,000 tested, 1.3% active;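 active = inhibition above the plate cutoff, the mean of all test compounds on that plate plus 3 SD, cut at about 35% in these data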;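 note: 0% = DMSO alone and 100% = 100 µM mitoxantrone as full dye displacement; higher means more dye released from RNA so lower well fluorescence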
NPR2 activator – GC-B (human) receptor activation | activation, % at 10 µM | AID 1920062 | P20594 | HEK293-GC-B cells, CNP EC30, cGMP TR-FRET; 0% at EC30 CNP, 100% saturating CNP | 370,000 tested, 0.11% active;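 active = activation at 10 µM reaching about 35% in either raw or pattern-adjusted values, limit read from the data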
TCR-CD3 inh – human TCR-CD3 binding inhibition; 360,000 tested, 0.37% active; inhibition, % at 9.4 µM; TAMRA-labeled TCR probe fluorescence, biochemical; in the data active = inhibition above about 19%;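 note: recombinant mutant TCR 2C K166C tagged with TAMRA read by polarization; 0% = receptor in buffer alone and 100% = receptor with positive control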
MBD2 inh – MBD2-methylated oligo binding inhibition. TR-FRET, MBD2 binding to methylated oligonucleotide. AID 686964. Q9UBB5. inhibition, % at 4.4 µM. 370,000 tested, 0.31% active; in the data active = inhibition above about 13%
mABHD4 FP – inhibits mouse alpha/beta hydrolase domain 4. purified mABHD4, FP-Rh probe fluorescence polarization. inhibition, % at 8.92 µM. 370,000 tested, 0.54% active. AID 720543;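 active = inhibition exceeding the mean over every tested compound plus 3 SD, cut at about 30% in these data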;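 note: 0% = plate median of compound wells and 100% = S159A mutant with DMSO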
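Assay system: Wild-type mouse ABHD4 protein | Medium: HEPES pH 7.0 buffer, 150 mM NaCl, 0.01% Pluronic F-127 | Incubation: Enzyme–compound pre-incubation 45 min, then probe 60 min, both 25 °C | Technique: Fluorescence polarization with parallel and perpendicular emission, 525/598 nm | Evaluation: % inhibition of FP-Rh probe binding versus controls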
LEDGF integ inh – blocks HIV-1 LEDGF/p75-dependent DNA integration; inhibition, % at 3.7 µM; TR-FRET IN-LEDGF/p75 DNA integration, Eu/Cy5; 370,000 tested, 0.64% active;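 active = inhibition above the screen-wide mean plus 3 SD, cut at about 13% in these data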;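 note: signal is the Cy5 over europium emission ratio at 671 and 618 nm; 0% = plate median of compound wells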
PRMT1 inh – PRMT1 (human) inhibition, primary screen; Q99873; recombinant PRMT1, activity-based probe fluorescence polarization; inhibition, % at 2.79 µM; 370,000 tested, 1.3% active;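 active = inhibition above about 21% made by adding two undisclosed values, limit read from the data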
Target sequence (Q99873 whole entry, looked up): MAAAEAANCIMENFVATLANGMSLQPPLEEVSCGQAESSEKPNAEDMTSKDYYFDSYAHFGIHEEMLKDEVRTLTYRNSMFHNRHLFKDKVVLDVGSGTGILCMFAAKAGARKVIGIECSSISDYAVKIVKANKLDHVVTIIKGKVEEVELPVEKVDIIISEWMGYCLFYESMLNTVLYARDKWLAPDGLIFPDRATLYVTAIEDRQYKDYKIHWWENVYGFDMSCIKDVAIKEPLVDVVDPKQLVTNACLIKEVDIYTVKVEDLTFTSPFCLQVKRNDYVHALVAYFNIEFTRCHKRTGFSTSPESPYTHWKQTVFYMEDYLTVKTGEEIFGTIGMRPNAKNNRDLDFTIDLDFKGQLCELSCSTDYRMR
TDP2 absorb – blocks human TDP2 phosphodiesterase activity. recombinant TDP2, T5PNP hydrolysis, p-nitrophenol absorbance 415 nm. inhibition, % at 12.8 µM. 370,000 tested, 0.34% active;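 active = inhibition above the mean of all tested compounds plus 3 SD, set per campaign, cut at about 25% in these data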;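 note: 0% = DMSO with enzyme and 100% = buffer with substrate but no TDP2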
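test system = human TDP2 enzyme | input = TDP2 enzyme at 120 nM final | medium = 50 mM Tris-HCl pH 7.5 with Mg2+, KCl, DTT, BSA | also added = T5PNP substrate, 5 mM | times = 2 h at 37 °C | technique = epi absorbance | benchmarks = high control without enzyme, low control DMSO plus TDP2 | replication = each compound tested once, singlicate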
SIAE inh – human SIAE inhibition, primary screen; Q9HAT2; SIAE FP-Rh probe binding, fluorescence polarization; inhibition, % at 9.66 µM; 370,000 tested, 0.69% active; AID 1053197;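 active = inhibition above a cutoff: mean of compounds within the control limits plus 3 SD of those, cut at about 17% in these data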;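 note: 0% = plate median of compound wells and 100% = probe without SIAE protein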
The depositor's hits bear a star; / = not tested or not shown.

SMILES	HTRA1 inh	rCAG binder	NPR2 activator	TCR-CD3 inh	MBD2 inh	mABHD4 FP	LEDGF integ inh	PRMT1 inh	TDP2 absorb	SIAE inh
CCOCCCNc1nc2c(C)cccn2c(=O)c1/C=C1\SC(=S)N(CC(C)C)C1=O	3	1	-5	7	-4	-2	0	-2	0	-6
Cc1ccc([N+](=O)[O-])cc1NC(=O)C1CCN(S(C)(=O)=O)CC1	0	1	0	1	-4	5	2	-3	-9	20*
CN(CC(=O)NCC1CCCO1)S(=O)(=O)c1cc(Cl)ccc1Cl (stereo unspecified)	3	-5	0	1	4	2	-1	0	2	3
N/C(=N\OC(=O)Cc1cccs1)c1ccc(Br)cc1	-15	5	-1	1	-2	1	-1	-2	13	-2
CC(C)(CO)N1CCN(C(=S)Nc2ccccc2)CC1	1	-2	6	3	-1	-3	-1	0	-9	0
CCOc1ccc(S(=O)(=O)N2CCN(C(=O)c3cc(S(=O)(=O)N4CCOCC4)ccc3C)CC2)cc1	1	-2	-3	-2	-1	2	1	2	10	-1
Nc1c(Cl)cc(C2=NCCn3nc4ccccc4c32)cc1Cl	-19	-4	4	-3	0	-1	3	2	12	-2
Cc1ccc(Cn2nc(C)c(NC(=O)CSc3nc4c(c(C(F)(F)F)n3)CCc3ccccc3-4)c2C)cc1	0	-1	-8	3	1	3	-1	0	1	8
O=C(Cc1c(F)cccc1Cl)N1CCOCC1	-3	1	-2	0	2	-1	-1	-2	5	8
CCCn1cc(S(=O)(=O)c2ccccc2)c(=O)c2cc(OCC)ccc21	-2	-1	-2	5	1	-2	0	-4	8	-5
Nc1nonc1C(=O)NCCc1ccccc1	8	3	3	-3	-3	2	-1	8	8	-3
COc1ccc(CCNC(=O)COc2ccc(S(=O)(=O)N3CCOCC3)cc2)cc1	0	-3	0	2	0	0	2	-3	7	-1
CCN(C(=O)c1cccnc1SC)C12CC3CC(CC(C3)C1)C2	8	-6	0	3	-1	1	-4	-3	-7	-4
c1cc(-c2ccc(CN3CCOCC3)cc2)n2ccnc2c1	/	3	-9	7	2	-2	2	-2	7	6
CC(C)C[C@@H]1COc2cc(N3CCCC3)ccc2S(=O)(=O)N1C	/	-2	2	/	-5	7	1	1	3	0
COc1ccc(C(=O)NC(=S)Nc2ccc3c4c(cccc24)CC3)cc1OC	-6	3	-5	2	-1	-1	-3	-1	6	8
Cc1[nH]c(=O)c(C(=O)c2cc(Cl)ccc2O)cc1C(=O)O	/	-2	-1	-6	2	-4	-4	3	-8	1
COCCNCC(=O)N1CCCCCC1	2	-1	-1	-2	3	8	0	3	12	1
COc1ccc(NC(=O)Nc2ccc(OC)cc2)cc1	2	0	1	0	8	4	0	-3	-5	-1
COc1ccc(C)cc1NS(=O)(=O)c1ccc2c(c1)CCN2C(C)=O	4	-2	5	1	-1	1	0	2	8	6
CC/C=C(/NC(C)=O)c1ccccc1	1	-2	0	8	2	2	-7	-2	-12	2
Nc1nonc1-n1nnc(C(=O)N/N=C/c2ccc(Cl)cc2Cl)c1CN1CCOCC1	5	3	2	-4	2	-3	-4	2	-4	2
Cc1c(Br)c([N+](=O)[O-])nn1CC(=O)Nc1cccc2nonc12	-3	13	1	-6	-3	0	8	2	-9	0
O=C(CNC(=O)c1ccc(OC(F)F)cc1)Nc1cccc(S(=O)(=O)N2CCCC2)c1	-2	2	-1	-12	-1	0	-3	2	-2	-5
CCC(C)C(NC(=O)OC(C)(C)C)C(=O)NC(CC(C)C)C(N)=O (stereo unspecified)	-1	-2	5	-4	0	1	1	-1	2	-2
SMILES	HTRA1 inh	rCAG binder	NPR2 activator	TCR-CD3 inh	MBD2 inh	mABHD4 FP	LEDGF integ inh	PRMT1 inh	TDP2 absorb	SIAE inh
COCCNc1nc(N)c([N+](=O)[O-])c(Nc2ccc(F)cc2)n1	9	-2	1	4	-1	1	-1	0	11	3
Cc1ccc2nc(NCC(=O)NN)nc(-c3ccccc3)c2c1	-2	3	-4	-6	4	-13	0	4	2	-7
N#CC1=C(N)OC2=C(C(=O)CCC2)C1C1CC=CCC1 (stereo unspecified)	-1	-1	2	-10	9	3	1	4	-1	0
Cc1cc(NC(=O)C23CC4CC(C2)CC(n2cnc([N+](=O)[O-])n2)(C4)C3)no1	2	1	5	-2	0	0	1	2	-1	-3
COc1ccc(CN(C)C(=O)c2ccccc2OCc2c(C)noc2C)c(OC)c1	-4	-8	-4	2	1	-1	0	0	8	6
O=[N+]([O-])c1ccccc1Sc1nccn1Cc1ccccc1	-2	-3	1	4	-4	-2	1	0	1	-1
O=C(CC1S/C(=N/N=C/c2cccs2)NC1=O)Nc1ccc(Cl)c(Cl)c1 (stereo unspecified)	3	7	-6	-4	5	2	0	-1	-12	1
Cc1ccc2c(c1)c1c3n2CC(=C2C(=O)OC(C)(C)OC2=O)NC3CCC1 (stereo unspecified)	51*	47*	1	17	-8	37*	6	3	7	8
COC(=O)c1ccccc1N=Nc1c(C)n[nH]c1C	1	-2	-5	3	0	-2	-3	2	3	-1
O=C(c1cccs1)N1CCN(S(=O)(=O)Cc2ccccc2)CC1	2	-3	1	-3	-3	5	1	0	9	2
CCOc1ccc(S(=O)(=O)N2CCN(C(=O)CN3C(=O)NC(C)(C)C3=O)CC2)cc1	1	2	0	5	-4	8	-1	-2	2	-4
O=C(NCCCN1CCCC1=O)c1ccc2c(c1)NC(=O)c1ccccc1S2	-1	0	2	-14	10	-8	-5	6	0	-7
O=C(c1ccccn1)c1ccc2ccccc2n1	/	6	3	3	-8	2	6	3	8	11
CC(=O)Oc1c(C)c(C)c2c(c1C)CC[C@@](C)(CCC[C@H](C)CCC[C@H](C)CCCC(C)C)O2	3	4	5	-2	1	-10	-2	0	3	-1
Cc1ccn2c(CNCC3COCCO3)c(C(=O)N3CCCCCC3)nc2c1 (stereo unspecified)	-13	-7	-1	2	-6	0	-1	0	9	-2
CC(C)(C)c1nc2ccccc2c2nnc(SCC(=O)Nc3nccs3)n12	-2	0	-7	3	1	7	-1	0	-3	4
CCOC(=O)CC1=C(C(=O)OCC)C(c2ccncc2)C(C#N)=C(N)O1 (stereo unspecified)	0	-1	-4	1	-2	9	0	5	8	1
Cc1cc2cc(CNS(=O)(=O)c3ccc4ccccc4c3)ccc2n1C	67*	17	3	58*	-2	51*	4	5	-3	26*
COc1ccc(C(=O)N/C(=C\c2ccccc2)C(=O)N2CCOCC2)cc1	8	-2	1	4	1	2	2	-1	-18	-11
COC(=O)CCCn1nc(NC(=O)COc2ccc(F)cc2)cc1C	6	-2	5	-13	-4	-3	0	-3	-12	-1
CC(c1ccc(Cl)cc1)N(CCN(C)C)c1ccccn1 (stereo unspecified)	/	1	-13	6	0	5	0	-1	0	2
COc1cc(OC)nc(N/N=C(\c2ccccc2)c2ccncc2)n1	1	-7	-13	6	-2	-1	-1	-3	9	6
CN(Cc1ccccc1)C(=O)COC(=O)c1ccc(Br)o1	3	2	1	-5	1	0	-7	1	0	0
COC(=O)C[C@H]1C[C@H]2c3cc(NC(=O)Nc4ccc(C(F)(F)F)cc4)ccc3O[C@H]2[C@@H](CO)O1	6	3	-6	6	-1	4	0	0	-6	3
CCOC(=O)C1(CC2CCCCO2)CCN(Cc2c(C)cc(C)cc2-n2cccn2)CC1 (stereo unspecified)	0	-10	4	7	-1	6	-1	-2	5	4
SMILES	HTRA1 inh	rCAG binder	NPR2 activator	TCR-CD3 inh	MBD2 inh	mABHD4 FP	LEDGF integ inh	PRMT1 inh	TDP2 absorb	SIAE inh
CCCCNC(=O)N(O)C1N(/N=C/c2ccco2)C(=S)SC1(C)C (stereo unspecified)	1	5	-2	-10	6	4	2	17	-11	1
CN(C)S(=O)(=O)c1ccc(N2CCCC2)c(C(=O)N2CCN(S(=O)(=O)c3cccc(F)c3)CC2)c1	1	-2	0	-1	1	4	-4	2	4	4
CC(C)c1nn2c(N)c(/C=C3\C=Nc4ccccc43)c(=O)nc2s1	/	40*	-4	9	-2	-8	0	1	-4	-8
COc1ccc(NC(=O)OCCN2CCN(Cc3ccccc3)CCC2=O)cc1	2	-3	0	0	4	2	2	1	4	1
Cc1c(C(=O)Nc2c3c(nn2C(C)(C)C)CS(=O)(=O)C3)cccc1[N+](=O)[O-]	-1	3	3	5	-6	4	3	2	9	-1
O=C(NCc1ccco1)c1c(Cl)cccc1Cl	-2	2	-3	-9	-3	1	0	4	-2	2
O=C(Nc1cc(C(F)(F)F)ccc1Cl)C(Sc1cccc[n+]1[O-])c1ccccc1 (stereo unspecified)	-39	2	-1	-3	6	-2	4	1	6	-3
Cc1ccc(S(=O)(=O)NC(=O)c2cc(C)n(CCCN3CCOCC3)c2C)cc1	3	6	-1	7	-3	-1	0	-2	2	-1
O=C(Cn1nnc2ccccc2c1=O)Nc1cc(C(F)(F)F)ccc1N1CCOCC1	-5	19	1	3	-3	-10	1	-3	-7	-6
CCCCn1c(N)c(N(CCC(C)C)C(=O)COC(=O)c2cccnc2SC)c(=O)[nH]c1=O	-2	-10	-5	-2	-2	6	-3	0	10	4
O=C(CN1CCOCC1)Nc1ccc(Oc2ccc(NC(=O)CN3CCOCC3)cc2)cc1	-1	6	2	-2	-10	-2	2	0	10	0
CCC(C)CN1C(=O)CN(S(C)(=O)=O)CC1(C)C(=O)Nc1c(C)cccc1C (stereo unspecified)	/	2	1	5	2	0	-3	-1	11	2
Cc1ccc(OCCNC(=O)c2ccc3ccccc3n2)cc1	-28	-3	-3	-6	4	-5	3	0	-3	-4
CCN(CC)S(=O)(=O)c1ccc(/C=C/C(=O)OCC(=O)c2c(N)n(C)c(=O)n(C)c2=O)cc1	1	4	4	-6	0	0	0	2	17	-6
O=C(NC(=S)NC1CCCCC1)c1ccc(F)cc1	-9	-7	-4	6	2	1	-1	-2	9	9
CCCCS(=O)(=O)C(=C1Nc2ccccc2N1)S(=O)(=O)CCCC	-2	-2	-9	0	2	-5	2	-2	4	6
O=C(NC12CC3CC(CC(C3)C1)C2)C12CC3CC(C1)CC(n1cnc(Cl)n1)(C3)C2	5	-5	0	10	1	4	0	-1	-7	3
CC(=O)N1CCSc2ccc(S(=O)(=O)N3CCC(C)CC3)cc21	-1	-5	9	-10	7	-11	-2	7	-14	-6
S=c1[nH]c2ccc3ccccc3c2[nH]1	0	4	-1	-5	0	-2	-2	1	-5	2
CCCS(=O)(=O)c1nc(S(=O)(=O)c2ccc(C)cc2)c(NCc2ccc3c(c2)OCO3)s1	-12	8	8	3	-3	-7	6	-1	5	-6
Cc1c(Cl)cccc1NC(=O)CNC(=O)c1ccccc1F	6	-1	2	6	-3	0	0	1	5	5

An excerpt, so the mix of outcomes need not match the whole.
